# GalR3 antag: blocks the human galanin receptor 3; O60755; HEK293 GalR3-CNG cAMP membrane potential fluorescence; galR3 body fused to GalR1 C-terminus; inhibition, % at 3 µM; actives 0.44% (n = 360,000);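 active = inhibition above the screen-wide average plus 3 SD, cut at about 13% in these data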;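 note: forskolin and galanin both at EC90 stimulate the cells; cAMP rise reported by CNG channel membrane potential dye signal; 0% = forskolin plus galanin with DMSO and 100% = forskolin alone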
# Target sequence (O60755 1-299 limits assumed): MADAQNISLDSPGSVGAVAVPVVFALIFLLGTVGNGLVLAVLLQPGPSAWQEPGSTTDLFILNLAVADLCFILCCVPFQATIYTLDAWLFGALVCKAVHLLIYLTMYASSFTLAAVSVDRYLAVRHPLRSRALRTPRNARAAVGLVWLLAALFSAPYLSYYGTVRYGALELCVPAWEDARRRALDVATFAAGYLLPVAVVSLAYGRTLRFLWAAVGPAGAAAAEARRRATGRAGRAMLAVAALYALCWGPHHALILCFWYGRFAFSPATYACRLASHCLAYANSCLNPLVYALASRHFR
# IDE act: IDE (human) activation, cell-based; AID 493087; actives 0.073% (n = 340,000); HEK cells, FAbeta-B cleavage, fluorescence polarization; 0% vehicle, 100% cell-free pure enzyme wells; activation, % at 5.96 µM; P14735;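 active = activation above the mean of all tested compounds plus 3 SD, set per screening campaign, cut at about 17% in these data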
# CRFBP-R2 block: blocks CRF-induced signaling of the CRF-BP/CRF-R2 complex; HEK293 CRF-R2/CRF-BP, CRF-induced calcium fluorescence; inhibition, % at 11.8 µM; actives 0.59% (n = 350,000); AID 588475;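 active = inhibition of the ligand-induced calcium signal above about 50% at the single tested concentration, limit read from the data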
# pCIP destab: compounds decreasing mouse p/CIP protein stability; Q05BA5; decrease of EGFP signal, % at 10 µM; actives 0.01% (n = 290,000); AID 1984; F442A p/CIP-EGFP cells, EGFP fluorescence, 16 h;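 active = EGFP signal decrease of at least 30% at 10 µM or well 3 SD below plate mean, unless failing retest; inactive = the rest, including hits failing retest or dose response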; note: some compounds called inactive have numbers as strong as hits; many of its hits are not listed in these tables
# HCV NS3 hel inh: HCV NS3 helicase inhibition; NS3 helicase DNA unwinding, Cy5 molecular beacon fluorescence; inhibition, % at 10.9 µM; actives 0.56% (n = 290,000); AID 1800;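 active = inhibition above the mean of all tested compounds plus 3 SD, set per campaign, cut at about 35% in these data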;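 note: 0% = DMSO wells and 100% = thioflavine S control wells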
#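 Compound dosing – single dose, 10.9 µM nominal final, DMSO 0.8% final · System – NS3 helicase fragment of HCV · Buffer or medium – MOPS pH 6.5, MgCl2, DTT, Tween20, BSA · Signal – Cy5 beacon fluorescence read at start and 1 h · Also added – annealed dual-labelled DNA beacon duplex, ATP-started · Schedule – 1 h at 25 °C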
# IDE cell inh: inhibitors of human insulin-degrading enzyme in cells; P14735; HEK cells, FAbetaB cleavage, fluorescence polarization; inhibition, % at 5.59 µM; actives 0.41% (n = 320,000);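 active = percent inhibition above the average of all tested compounds plus 3 SD, set per screening campaign, cut at about 16% in these data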;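 note: IDE supplied by intact live HEK cells; FP after avidin binding of uncleaved biotin substrate so inhibition keeps polarization high; 0% = DMSO wells and 100% = 60 µM reference IDE inhibitor Ii1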
# IMP-1 inh: blocks Pseudomonas aeruginosa IMP-1 metallo-beta-lactamase; purified IMP-1, nitrocefin hydrolysis, epi-absorbance fluorescence; inhibition, % at 5.6 µM; actives 0.45% (n = 290,000); AID 1556;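 active = inhibition above the mean plus 3 SD of all compounds in the same screening run, cut at about 4.5% in these data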;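 note: 0% = IMP-1 with DMSO and 100% = DMSO wells lacking enzyme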
#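 Material – recombinant IMP-1 enzyme, purified · Amount – IMP-1 0.2 nM before substrate addition · Medium – HEPES buffer pH 7.1 with ZnSO4 and Brij 35 · Timing – 25 °C, 15 min preincubation, 25 min reaction · Measured by – plate fluorescence quenching by hydrolysis product, ex 480/em 530 nm · Read-out – percent enzyme inhibition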
# UBC9 SUMO inh: blocks human SUMOylation mediated by UBC9; P63279; HTRF SUMOylation assay, SAE1/SAE2 + UBC9, in vitro; inhibition, % at 35 µM; actives 0.36% (n = 290,000); AID 2006; in the data active = inhibition above about 50%, passing the limit was not always enough; note: strong numbers were not always called active
# Target sequence (P63279 whole entry, looked up): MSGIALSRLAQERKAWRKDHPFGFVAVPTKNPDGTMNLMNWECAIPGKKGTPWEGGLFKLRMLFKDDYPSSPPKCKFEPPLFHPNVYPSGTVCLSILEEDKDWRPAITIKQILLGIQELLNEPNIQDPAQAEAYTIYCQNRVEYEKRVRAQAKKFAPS
# VIM-2 inh: inhibitors of Pseudomonas aeruginosa VIM-2 metallo-beta-lactamase | inhibition, % at 5.6 µM | purified VIM-2, nitrocefin hydrolysis, epi-absorbance fluorescence | AID 1527 | actives 0.89% (n = 290,000);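 active = inhibition above the mean of all tested compounds plus 3 SD, cutoff set per screening run, cut at about 7.5% in these data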;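 note: red hydrolysis product quenches plate fluorescence so inhibitors raise well fluorescence; 0% = enzyme with DMSO and 100% = DMSO without enzyme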
# * marks the source's active call; other numbers are inactive results; x = not tested or not shown.
SMILES,GalR3 antag,IDE act,CRFBP-R2 block,pCIP destab,HCV NS3 hel inh,IDE cell inh,IMP-1 inh,UBC9 SUMO inh,VIM-2 inh
O=C(CN1CCCCC1)Nc1cccc2c1OCO2,-1,-2,6,2,-7,6,-5.5,1,-4.9
CC(C)=CCN1CCN(Cc2cc(F)ccc2-n2nc(C)cc2C)CC1CCO (stereo not drawn),-5,5,-1,-17,-2,-4,-3.2,9,-5.5
CCN1CCCC1CNC(=S)Nc1ccc(C(C)=O)cc1 (stereo not drawn),-5,-2,-4,-6,-3,1,-4.2,24,-1.4
Cc1cccn2c(=O)c3cc(C(=O)NCC4CCCO4)c(=N)n(CCN4CCOCC4)c3nc12 (stereo not drawn),-3,7,13,5,4,-3,-3.4,28,3.1
Cc1ccc(-c2noc(CCC(=O)NCc3ccc4c(c3)OCO4)n2)cc1,-3,-1,11,-1,-2,7,-2.5,8,-3.4
O=[N+]([O-])c1ccc(S(=O)(=O)N/N=C/c2ccc3c(c2)OCO3)cc1,0,8,13,3,-8,1,-4.2,0,-4.6
CC(C)N(C1=N/C(=C\c2ccco2)C(=O)N1c1ccccc1)C(C)C,2,3,-6,-6,15,9,-5.3,18,0.0
Cc1ccc(NC(=O)C2CCN(S(=O)(=O)c3c(C)n[nH]c3C)CC2)c(C)c1,3,-5,5,-11,-3,0,-3.3,6,-1.9
CCOC(=O)N1CCN(C(=O)c2ccc3c(=O)n(CC4CCCO4)c(=S)[nH]c3c2)CC1 (stereo not drawn),-3,2,12,-9,3,8,-0.2,11,0.3
CCn1c(CNC(=O)c2ccco2)nnc1SCC(=O)Nc1ccc(Br)cc1F,-3,4,-14,7,9,0,-5.0,-25,-0.8

# The final six entries of the section before are carried over, then new ones follow:
SMILES,GalR3 antag,IDE act,CRFBP-R2 block,pCIP destab,HCV NS3 hel inh,IDE cell inh,IMP-1 inh,UBC9 SUMO inh,VIM-2 inh
Cc1ccc(-c2noc(CCC(=O)NCc3ccc4c(c3)OCO4)n2)cc1,-3,-1,11,-1,-2,7,-2.5,8,-3.4
O=[N+]([O-])c1ccc(S(=O)(=O)N/N=C/c2ccc3c(c2)OCO3)cc1,0,8,13,3,-8,1,-4.2,0,-4.6
CC(C)N(C1=N/C(=C\c2ccco2)C(=O)N1c1ccccc1)C(C)C,2,3,-6,-6,15,9,-5.3,18,0.0
Cc1ccc(NC(=O)C2CCN(S(=O)(=O)c3c(C)n[nH]c3C)CC2)c(C)c1,3,-5,5,-11,-3,0,-3.3,6,-1.9
CCOC(=O)N1CCN(C(=O)c2ccc3c(=O)n(CC4CCCO4)c(=S)[nH]c3c2)CC1 (stereo not drawn),-3,2,12,-9,3,8,-0.2,11,0.3
CCn1c(CNC(=O)c2ccco2)nnc1SCC(=O)Nc1ccc(Br)cc1F,-3,4,-14,7,9,0,-5.0,-25,-0.8
O=C(c1cc2ccccc2o1)N1CCN(S(=O)(=O)/C=C/c2ccccc2)CC1,-4,-2,1,1,-5,0,-2.7,-12,-1.8
Nc1nonc1C(=O)NCCNc1ncccc1[N+](=O)[O-],7,-4,-1,3,0,1,-0.5,1,-1.0
Cc1cc(C)n(-c2nc3ccccc3nc2N2CCCCCC2)n1,-3,-3,33,-2,-11,0,0.3,13,-2.9
CC1CC(C)CN(CCOc2cccc3ccccc23)C1 (stereo not drawn),-12,3,-6,0,-6,2,-2.1,-16,-0.8
CC(=O)c1ccc(NC(=O)C(C)OC(=O)/C=C/c2ccco2)cc1 (stereo not drawn),-7,4,-3,x,x,0,x,x,x
O=C(c1cc(=O)[nH]c2ccccc12)N1CC=C(c2ccccc2)CC1,0,2,-4,x,x,9,x,x,x
O=C(Nc1ccc2oc(-c3ccccc3F)nc2c1)c1cncc(Br)c1,-2,1,-26,1,-1,3,-1.6,-8,-1.2
COc1ccc(OC)c(NC(=O)CSC2=NN3CCCC(=O)N=C3S2)c1,-8,0,-2,-16,-5,1,-3.5,3,-2.6
N#C/C(=N\O)c1nc2ccccc2s1,-5,-3,1,-26,12,2,-2.1,15,-2.1
CC(NC(=O)COC(=O)COc1cccc2c1OC(C)(C)C2)c1ccccc1 (stereo not drawn),-1,3,-3,6,0,-4,-1.1,9,0.0
CN(C)c1cccc(C(=O)Nc2nnc(Cc3ccccc3)s2)c1,-8,6,-20,-13,8,5,-3.0,26,-4.6
COc1cc(-n2c(C)nc3cc(C(=O)O)ccc32)cc(OC)c1OC,-5,0,14,0,10,-2,-2.0,4,-2.5
CCC(C)[C@H](NC(=O)Nc1ccc(S(N)(=O)=O)cc1)C(=O)OC (stereo partly drawn),-3,1,2,-2,4,-3,-2.2,15,-2.4
CSc1ncccc1C(=O)Nc1ccc(S(=O)(=O)Nc2nccs2)cc1,-4,6,-2,-1,6,5,-2.0,12,-2.6
COc1c2c(nc3occc13)C(CCC(C)(C)O)(OC)C(O)CC2 (stereo not drawn),-4,1,26,-21,-2,0,-2.8,16,-3.2
COc1ccc(N2CCN(C(=O)CSc3nnc4nc(C)cc(C)n34)CC2)cc1,x,-5,-17,x,3,-2,-7.0,x,-3.6
COc1ccc(-c2onc3ccc(Cl)cc23)cc1,-8,-3,-5,-2,-1,0,-1.9,29,-0.7
CC1CCCN(CC(=O)Nc2ccc(S(=O)(=O)N3CCCCCC3)cc2)C1 (stereo not drawn),-6,4,-68,-6,-14,1,-1.0,21,-0.3
c1nnc2c3c4c(sc3ncn12)CCCC4,x,x,x,15,6,x,-3.2,-12,-3.4
Cc1cccc(NC(=O)c2sccc2-n2cccc2)c1C,-2,5,24,5,-12,-2,-2.3,-25,-0.4
CCC(NC(=O)CSc1nnnn1C1CC1)c1ccc(Br)cc1 (stereo not drawn),-2,3,13,x,x,0,x,x,x
Cc1nn2c3cc(N4CCOCC4)ccc3nc2c2ccccc12,-2,x,19,x,13,1,-2.3,x,11*
Cc1ccc(NC(=O)N2CCC(NC(=O)c3cccc(C)c3)CC2)cc1,-4,4,4,-16,-6,4,-0.2,1,1.0
CC(=O)c1cccc(NC(=O)NC2CC(=O)N(c3ccc4c(c3)OCCO4)C2)c1 (stereo not drawn),-1,4,6,x,x,-10,x,x,x
O=C(CN1CCC(NC(=O)c2ccccc2Cl)CC1)NCc1ccco1,-2,3,0,-14,4,-1,-0.8,3,-1.2
Cc1ccc(S(=O)(=O)Nc2nc3ccccc3s2)cc1,-1,0,16,-1,7,9,-3.1,10,-2.1
C(=N\N1CCOCC1)/c1cn(-c2ccccc2)nc1-c1ccccc1,-7,0,-20,8,-2,0,-0.6,-8,0.8
CCCCCNC(=O)c1ccc2c(=O)n(CCOC)c(=O)[nH]c2c1,-4,5,-26,-2,-3,3,-3.2,6,-2.5
Cc1ccsc1C(=O)NCCc1nnc2ccccn12,-6,3,5,-6,-5,-2,-1.0,10,0.2
COc1ccc(C(=O)SC2=NCCS2)cc1,-3,0,10,-1,2,0,2.7,12,0.1
Cc1ccc(N2C(=O)N3[C@H](c4ccc(Cl)cc4)[C@@H]4C(=O)N(C5CCCCC5)C(=O)[C@@H]4[C@]3(Cc3ccccc3)C2=O)cc1,-8,-1,-14,-14,-19,1,-1.5,-10,0.3
Cc1ccc2c(c1)[C@H]1[C@H](CO2)[C@H](c2ccccc2)[C@]2(C)C(=O)Nc3ccccc3C(=O)N12,-5,2,9,x,x,-1,x,x,x
CN(C)c1ccc2c(c1)OC(N)=C(C#N)C2c1cccc(F)c1 (stereo not drawn),x,-43,-176,-44,6,28*,-0.1,-16,2.9
CN1CCc2nc(SCC(=O)Nc3ccc(F)cc3)c(C#N)cc2C1,x,x,x,-10,-41,9,-3.0,13,-5.0
COc1ccccc1NC(=O)c1c(N=Cc2ccccc2O)cnn1C,x,x,x,-5,6,5,-3.0,-7,3.4
COC(=O)c1ccc(NC(=O)C(=O)N2CCCC2)cc1,-1,-3,-9,13,7,-5,-3.0,1,-4.0
O=C(Cc1cccc2ccccc12)N1CCCc2ccccc21,-5,-1,24,-36,-6,4,-0.1,17,-1.8
CC(C)(C)OC(=O)C[C@H]1C/C=C\C[C@H](CC(=O)N[C@H](CO)Cc2ccccc2)C(=O)N2CCC[C@@H]2COC1=O,-1,2,-2,x,x,10,x,x,x
Cc1cc(C)n(-c2nc3ccccc3c3nc(C)nn23)n1,5,8,16,-5,10,2,-3.7,3,0.8
O=C(CNCc1ccco1)Nc1ccccc1-n1cccc1,0,4,3,4,5,2,-1.8,-26,-3.7

# Record cards, from the list above. Order of screens: GalR3 antag | IDE act | CRFBP-R2 block | pCIP destab | HCV NS3 hel inh | IDE cell inh | IMP-1 inh | UBC9 SUMO inh | VIM-2 inh
# COc1ccccc1NC(=O)c1c(N=Cc2ccccc2O)cnn1C in the list: x | x | x | -5 | 6 | 5 | -3.0 | -7 | 3.4
# CN(C)c1ccc2c(c1)OC(N)=C(C#N)C2c1cccc(F)c1 (stereo not drawn) in the list: x | -43 | -176 | -44 | 6 | 28* | -0.1 | -16 | 2.9
# O=C(Cc1cccc2ccccc12)N1CCCc2ccccc21 in the list: -5 | -1 | 24 | -36 | -6 | 4 | -0.1 | 17 | -1.8

# Later entries.
SMILES,GalR3 antag,IDE act,CRFBP-R2 block,pCIP destab,HCV NS3 hel inh,IDE cell inh,IMP-1 inh,UBC9 SUMO inh,VIM-2 inh
CC(C)Cc1ccc(CN2CCCC(NC(=O)CCN3CCOCC3)C2)cc1 (stereo not drawn),-5,2,11,-11,-34,x,-0.5,10,-3.3
CCOC(=O)C1CCCN(C(=O)C2CCN(S(=O)(=O)N3CCC4(CC3)OCCO4)CC2)C1 (stereo not drawn),-6,1,6,-16,-5,0,-2.6,17,-1.1
CCCn1nnc2sc3c(c2c1=O)CCC(C)C3 (stereo not drawn),-3,3,10,-3,1,1,-5.6,2,-1.3
COC(=O)NNC(=O)c1ccccc1OC,-2,-3,8,0,-1,-3,-1.6,-2,-2.9
Cc1ccsc1/C=N/NC(=O)c1ccncc1,2,-1,2,-4,5,-8,-2.7,-4,-3.0
O=C(c1cccnc1)N1c2ccccc2Sc2ccccc21,-2,x,24,1,-19,4,-3.5,20,-1.1
O=C(NNC(=O)c1ccc(-n2cncn2)c([N+](=O)[O-])c1)c1ccccc1,-7,3,5,x,x,-3,x,x,x
CCC(=O)OCCNc1nc(-c2ccccc2)nc2ccccc12,-6,7,-10,6,-4,3,-3.9,-18,-0.6
CCOC(=O)c1sc(NC(=O)c2ccc(S(=O)(=O)N3CCCCC3)cc2)nc1-c1ccccc1,-3,0,-12,-1,10,0,-1.1,12,-0.5

# No enrichment for hits; 3.2% or so of the library scored in one or more.
